# AmpC detergent = qHTS Inhibitors of AmpC Beta-Lactamase (assay with detergent); P00811; AmpC hydrolysis of nitrocefin, absorbance 480 nm, 0.01% Triton; Potency, µM (titrated, usually from 114 µM), for the others: top-dose activity change, negative = inhibition, usual class: inhibitors; hit rate 0.041% among 370,000; AID 485294, 2010;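 further: potency means the concentration at half of the fitted maximal effect; 0% = no-compound wells and -100% = no-enzyme wells; nearly all actives have a fitted effect of over 25% in size; some results filed as inactive show a strong effect at the top dose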
# Target sequence (P00811 whole entry, looked up): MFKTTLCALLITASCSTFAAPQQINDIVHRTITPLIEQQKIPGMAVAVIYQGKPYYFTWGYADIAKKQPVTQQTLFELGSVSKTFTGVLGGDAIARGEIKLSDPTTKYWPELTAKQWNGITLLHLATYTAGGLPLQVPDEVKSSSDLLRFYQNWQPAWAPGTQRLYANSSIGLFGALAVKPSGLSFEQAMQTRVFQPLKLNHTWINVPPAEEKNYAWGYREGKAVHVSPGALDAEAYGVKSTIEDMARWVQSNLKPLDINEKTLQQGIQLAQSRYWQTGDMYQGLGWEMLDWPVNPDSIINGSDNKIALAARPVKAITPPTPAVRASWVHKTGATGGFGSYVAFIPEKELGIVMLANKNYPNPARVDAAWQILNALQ
#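 AmpC (5.3 nM in the dispensed reagent) in 20 mM phosphate pH 7.0 with 0.01% (detergent screen) or 0.0001% Triton X-100 was preincubated with compounds for 15 min at room temperature. Nitrocefin was then added from an 800 uM solution, and hydrolysis was followed at 480 nm.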
# AMA1 RON2 block = qHTS for Inhibitors of AMA1-RON; Towards Development of Antimalarial Drug Lead: Primary Screen; AlphaScreen AMA1-biotinylated RON2 peptide binding; Potency, µM (highest dose often 58.2 µM), for inactives: at the top dose activity change, negative = inhibition, actives largely listed as inhibitors; hit rate 0.2% among 360,000; AID 720542, 2013;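 further: potency means the concentration at half of the fitted maximal effect; 0% = vehicle wells and -100% = peptide control; nearly all actives have a fitted effect of over 45% in size; some results filed as inactive show a strong effect at the top dose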
#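 AMA1 (3D7) with his tag at 25 nM final met compounds first, then biotinylated RON2 peptide at 25 nM; detection used donor plus acceptor beads, 10 µg/mL apiece, read by AlphaScreen after 30 min at room temperature.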
# Giardia FBPA inh = qHTS Assay for Inhibitors of Fructose-1,6-bisphosphate Aldolase from Giardia Lamblia. purified Giardia FBPA. Potency, µM (titrated, usually from 59.6 µM), for the others: top-dose activity, negative = inhibition, most hits filed as inhibitors. hit rate 0.71% among 290,000; further: potency means the concentration at half of the fitted maximal effect; nearly all actives have a fitted effect of over 55% in size
# Target sequence (A8B2U2 whole entry, looked up): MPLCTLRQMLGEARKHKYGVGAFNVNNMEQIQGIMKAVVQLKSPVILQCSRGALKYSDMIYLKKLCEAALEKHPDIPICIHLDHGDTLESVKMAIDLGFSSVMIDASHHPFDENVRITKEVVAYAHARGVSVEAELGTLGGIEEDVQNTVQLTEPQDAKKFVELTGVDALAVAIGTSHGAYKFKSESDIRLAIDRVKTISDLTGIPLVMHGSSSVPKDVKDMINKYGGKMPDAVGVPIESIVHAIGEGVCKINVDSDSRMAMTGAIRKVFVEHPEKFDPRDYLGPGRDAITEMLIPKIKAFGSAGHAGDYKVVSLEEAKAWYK
#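 40 nM FBPA preincubated 10 min at RT with compound (up to 57.5 uM final), then substrate plus GAPDH/TPI/NAD/arsenate coupling and diaphorase/resazurin added. Fluorescence read after 20 min at RT, 525/598 nm.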
# HCV inh = qHTS Assay for Inhibitors of Hepatitis C Virus (HCV); Potency, µM (top dose mostly 41.8 µM), inactives show at the highest dose activity change, negative = inhibition, most hits filed as inhibitors; hit rate 3.4% among 340,000; Huh7.5.1 HCVcc-Cre infection, luciferase reporter, 44 h; further: potency means the concentration at half of the fitted maximal effect
#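 Luciferase read-out (15 sec integration) after a 15 min room-temperature substrate step quantifies HCVcc-Cre infection. Cells, 1,000 per well, had compound added 4 h post-plating, then virus at ~0.5 moi, and were cultured 44 h.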
# HCMV inh = qHTS Assay for inhibitors of the human cytomegalovirus (HCMV). hit rate 4.5% among 410,000. activity change, negative = inhibition, % at 57.5 µM. HFF cells, HCMV-luciferase reporter, 72 h; stronger effect = lower value; in the data active means activity change below about -60%; inconclusive means no clear call, values can overlap the other calls; inactive means above about -39%
#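 Steps: HFFs plated, 16 h 37C; compounds added; HCMV-luciferase added to MOI 1 PFU/cell; 72 h 37C; OneGlo reagent, 5 min room temperature; luminescence read, normalized to controls.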
# Sm TGR inh = qHTS Assay for the Inhibitors of Schistosoma Mansoni Peroxiredoxins | AID 485364, 2010 | Potency, µM (doses to about 114 µM), for inactives: top-dose activity change, negative = inhibition, most hits filed as inhibitors | hit rate 3% among 360,000 | purified TGR, DTNB reduction, TNB absorbance 405 nm | Schistosoma mansoni thioredoxin glutathione reductase (TGR), Q962Y6; further: potency means the concentration at half of the fitted maximal effect; nearly all actives have a fitted effect of over 60% in size
#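 First, TGR (20 nM dispensed) and NADPH were mixed with compound. Second, a 15 min room-temperature incubation followed. Third, further NADPH and then DTNB were added to start the reaction. Finally, TNB absorbance was monitored kinetically.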
# * hit, by the source's call; ? = inconclusive; / = not tested or not shown; & = joins results of further samples; [ ] = remark or other dose. Unless noted, the call rests on the fitted dose curve; in most records, active means well fitted curve in the direction sought with a large enough effect; inconclusive means small, poorly fitted or top-dose-only effect, or another doubt; inactive means no such curve, though single readings can be large; an effect the other way counts as inactive or inconclusive. Unless noted, on the % scale 0 is the no-effect control and ±100 the full control effect.
SMILES,AmpC detergent,AMA1 RON2 block,Giardia FBPA inh,HCV inh,HCMV inh,Sm TGR inh
CCOc1ccc(CCNC(=O)CN2C(=O)COc3ccc(S(=O)(=O)N4CCOCC4)cc32)cc1,4.8%,9.1%,/,?,-34.4,4.7%
Cc1cccc(OCCCC(=O)NNC(=O)c2ccccn2)c1,-0.9%,78.0%[activator],/,?,16.9,3.8%
CCOc1cccc(CN2CCC(Oc3ccc(C(=O)N4CCCC4)cc3)CC2)c1,-0.4%,-9.6%,/,1.3%,18.4,-8.6%
Cc1ccc(C(=O)O)cc1NC(=O)c1ccc2c(c1)C(=O)N(c1ccc([N+](=O)[O-])cc1)C2=O,-8.4%,-8.4%,-5.5%,22.5%,-13.9,-11.3%
COc1ccc(-n2c(SCC(=O)Nc3cc(C)on3)nc3c([nH]c4ccccc43)c2=O)cc1,4.8%,38.4%[activator],-0.1%,0.5%,-13.1,5.8%
C=CCNC(=O)CSc1nc2sc(C)c(C)c2c(=O)[nH]1,?,10.0%,-11.7%,0.8%,4.4,4.3%
CCOc1ccccc1C1NC(=O)NC(C)=C1C(=O)OC1CCCCC1 (stereo unspecified),-5.5%,-1.3%,1.3%,6.0%,-19.6,-6.4%
COc1ccc(CN(C(=O)COc2ccccc2)c2ccccc2C(=O)O)cc1,4.5%,-2.9%,11.8%,22.9%,-15.4,0.6%
Nc1[nH]n(-c2ccccc2)c(=O)c1N=Nc1ccc2c(c1)OCO2,-5.0%,0.0%,-12.5%,-10.9%,68.6,-11.6%
c1coc(-c2nnc(-c3ccco3)nn2)c1,0.8%,15.8µM*,/,19.3%,15.3,3.98µM*
CCN(CC)CCNC(=O)c1ccc(N2CCCCC2)c(NS(=O)(=O)c2ccc(C)cc2)c1,-2.3%,-2.7%,-16.2%,11.2µM*,?,-14.7%
CC(=O)CSc1nnc(-c2ccncc2)n1C,?,0.7%,2.1%,7.3%,25.7,-24.5%
Cc1cc(NC(=O)C(C)Sc2nnc(NCc3ccco3)s2)no1 (stereo unspecified),-11.9%,33.8%[activator],/,13.0%,5.9,?
CCC(C)NC(=O)NC1C(NC(=O)NC(C)CC)N(C)C(=O)N1C (stereo unspecified),1.0%,1.5%,2.2%,3.6%,2.3,7.6%
COc1ccc(CNC(=O)CN(C(=O)CCC(=O)Nc2nccs2)c2ccc3c(c2)OCO3)cc1,2.4%,-1.4%,/,?,9.3,2.4%
Cc1ccc(N(CC(=O)NC2CCCCC2)C(=O)Cn2nnc(-c3ccc(C)o3)n2)cc1,0.6%,2.6%,0.0%,21.9%,15.5,0.0%
CCc1ccccc1NC(=O)CCC(=O)Nc1nnc(C(C)C)s1,0.1%,2.6%,/,8.4%,80.7,5.3%
CC(C)C(=O)Nc1ccc2c(c1)oc1ccccc12,?,-11.9%,-0.3%,?,166.3,-4.6%
COc1ccc(Cl)cc1NC(=O)CSc1nncn1-c1cccnc1,3.4%,-1.7%,-0.2%,-18.1%,65.7,4.8%
COc1ccc(N2CCN(Cc3nc4c(c(=O)n(C)c(=O)n4C)n3Cc3ccccc3C)CC2)cc1,/,-1.6%,/,6.0%,13.0,/
CCOC(=O)c1c(C)oc2nc(C)nc(N3CCN(c4ccc(C)cc4C)CC3)c12,-5.0%,/,/,/,15.1,-5.0%
CCCCn1c(N)c(N(C(=O)CSc2nncn2-c2ccccc2)C2CCCC2)c(=O)[nH]c1=O,/,-11.0%,/,-0.1%,?,/
Fc1ccc(-n2nnc(-c3ccccc3)n2)cc1,?,9.2%,13.4%,-4.8%,-32.6,5.5%
N[C@@H](Cc1ccccc1)c1nnc(SC/C=C/c2ccccc2)o1,-3.4%,89.2%[activator],-6.8%,-9.3%,24.3,?
Cc1cc(NS(=O)(=O)c2ccc(Nc3nc(-c4sc(C)nc4C)cs3)cc2)no1,1.5%,/,4.2%,/,/,-2.5%
O=C(COC(=O)CCC(=O)c1cccs1)NCCc1ccccc1,/,-3.7%,/,0.2%,-34.2,/
CCOC(=O)N1CCN(c2cc(=O)n(-c3ccc(C)cc3)c(=O)[nH]2)CC1,-0.6%,-0.4%,-3.2%,4.2%,30.8,-23.4%
O=C(NCCN1CCCCC1)Nc1cccc(Cl)c1Cl,-1.0%,-4.6%,4.6%,-18.2%,24.7,4.5%
CCOC(=O)/C(C#N)=C/c1c[nH]c2ccccc12,6.6%&3.7%,6.4%,-3.2%&-11.0%,?,10.2,4.6%&4.4%
CC(=O)c1cc(-c2ccccc2)n(CC(=O)N2CCCC2)c1C,4.1%,-11.5%,2.4%,16.2%,-26.4,2.0%

# Reprinted from the results shown for reference:
SMILES,AmpC detergent,AMA1 RON2 block,Giardia FBPA inh,HCV inh,HCMV inh,Sm TGR inh
CC(C)C(=O)Nc1ccc2c(c1)oc1ccccc12,?,-11.9%,-0.3%,?,166.3,-4.6%
COc1ccc(Cl)cc1NC(=O)CSc1nncn1-c1cccnc1,3.4%,-1.7%,-0.2%,-18.1%,65.7,4.8%
COc1ccc(N2CCN(Cc3nc4c(c(=O)n(C)c(=O)n4C)n3Cc3ccccc3C)CC2)cc1,/,-1.6%,/,6.0%,13.0,/
CCOC(=O)c1c(C)oc2nc(C)nc(N3CCN(c4ccc(C)cc4C)CC3)c12,-5.0%,/,/,/,15.1,-5.0%
CCCCn1c(N)c(N(C(=O)CSc2nncn2-c2ccccc2)C2CCCC2)c(=O)[nH]c1=O,/,-11.0%,/,-0.1%,?,/
Fc1ccc(-n2nnc(-c3ccccc3)n2)cc1,?,9.2%,13.4%,-4.8%,-32.6,5.5%
N[C@@H](Cc1ccccc1)c1nnc(SC/C=C/c2ccccc2)o1,-3.4%,89.2%[activator],-6.8%,-9.3%,24.3,?
Cc1cc(NS(=O)(=O)c2ccc(Nc3nc(-c4sc(C)nc4C)cs3)cc2)no1,1.5%,/,4.2%,/,/,-2.5%
O=C(COC(=O)CCC(=O)c1cccs1)NCCc1ccccc1,/,-3.7%,/,0.2%,-34.2,/
CCOC(=O)N1CCN(c2cc(=O)n(-c3ccc(C)cc3)c(=O)[nH]2)CC1,-0.6%,-0.4%,-3.2%,4.2%,30.8,-23.4%
O=C(NCCN1CCCCC1)Nc1cccc(Cl)c1Cl,-1.0%,-4.6%,4.6%,-18.2%,24.7,4.5%

# (continued)
SMILES,AmpC detergent,AMA1 RON2 block,Giardia FBPA inh,HCV inh,HCMV inh,Sm TGR inh
CCNC(=O)c1cnn(-c2ccccc2)c1-c1ccccc1,-6.7%,-7.9%,6.6%,-9.8%,-99.9*,9.0%
COc1ccc(CC(=O)Nc2oc(-c3ccccc3)c(-c3ccccc3)c2C#N)cc1OC,?,-17.4%,0.5%,?,-3.7,5.4%
Cn1c(=O)oc2ccccc2c1=O,/,-0.1%,/,8.1%,-11.8,/
CCc1ccc(NC(=O)CC(c2ccc(C)cc2)N2Cc3ccccc3C2=O)cc1 (stereo unspecified),13.7%,/,/,/,2.2,2.7%
CN(C)c1ccnc(-n2cccc2/C=N/O)c1C#N,-3.3%,0.3%,2.7%,7.9%,-39.7,1.9%
CC(C)c1nn2c(=O)cc(COC(=O)c3cccc(NC(=O)c4cccs4)c3)nc2s1,4.4%,/,/,/,-36.7,1.6%
CC(=O)OCC(=O)Nc1ccc(Cl)cc1Cl,-8.0%,3.5%,0.6%,-7.1%,37.7,-26.5%[11.4 µM]
Cc1ccccc1NC(=S)NCCSc1ccc(Cl)cc1,6.7%,7.6%,-7.4%,?,-63.8*,-1.1%
CNC(=O)CN1C(=O)c2cccc3cccc1c23,-14.1%,8.2%,-6.1%,-0.9%,-12.6,4.2%
COc1cc(CCC(=O)OCC(N)=O)cc(OC)c1OC,2.1%,5.3%,3.5%,31.5%[activator],41.1,1.3%
CC1CCCCN1Cc1ccc(-c2nn[nH]n2)cc1 (stereo unspecified),-0.3%,-3.3%,-4.8%,13.2%,26.2,0.3%
O=C(CSc1nnc(-c2cccc(S(=O)(=O)N3CCOCC3)c2)n1C1CCCCCC1)NCc1ccccc1,-0.1%,2.8%,-1.1%,2.4%,39.8,5.1%
CSc1ccc(S(=O)(=O)NCCSc2ccccn2)cc1,-2.8%,-3.7%,-6.2%,11.2%,-18.6,-27.5%
O=C(NCC(=O)N1CCN(c2ccccc2)CC1)c1cccs1,1.2%,23.9%,5.4%,19.4%,28.7,0.0%
Cc1ccc(C(=O)N2CCCCCC2)cc1S(=O)(=O)Nc1ccccc1,-6.6%,9.9%,/,0.9%,16.8,3.1%
O=C(C1CCC(=O)N1C1CCCC1)N1CCC2(CC1)OCCO2 (stereo unspecified),-1.8%,-0.2%,6.9%,22.0%,15.1,12.0%
COc1ccc(C2(O)CCN(C(=O)Cc3cccnc3)CC2)cc1,10.9%,-16.2%,-0.6%,14.1%,3.9,-0.1%
Cc1cccc(NC(=S)NC(=O)Cc2ccccc2)c1C,?,64.8%[activator],-4.7%,?,51.1,?
COc1ccccc1NC(=O)COC(=O)CNC(=O)c1ccc(OC)c(OC)c1,?,-5.6%,1.1%,15.7%,27.2,4.1%
Cc1ccc(C(=O)NC(=S)Nc2cc(-c3nc4ccccc4s3)ccc2C)cc1,?,-6.1%,1.1%,-11.4%,11.4,-16.9%
CCc1ccc(/C=N/NC(=O)Cc2cccn2C)cc1,-5.9%,21.2%,-2.6%,10.3%,15.5,?
CCN1CCN(C(=O)c2ccccc2N(Cc2ccccc2)S(=O)(=O)c2ccc(OC)cc2)CC1,-0.3%,-10.3%,1.4%,?,-21.6,-18.0%
COC(=O)c1ccc(NC(=O)C(=O)N2CCN(C(=S)NCCc3ccccc3)CC2)cc1,-7.0%,-1.6%[2.32 µM],-0.7%,-19.2%,?,7.6%
O=C(OCc1cc2ccccc2[nH]c1=O)C1CCCCC1,?,8.2%,-1.2%,30.0%,44.1,1.3%
CSc1ccc(CN2CCC(CO)(Cc3ccc(Cl)cc3)CC2)cc1,-10.2%,-4.4%,3.3%,?,-39.2,0.0%
CCN(Cc1ccccc1)C(=O)/C=C/c1ccccc1[N+](=O)[O-],3.3%,-4.6%,-13.9%,-28.2%,43.5,-6.8%
CC(=O)c1cc(C(C)=O)c(C)[n+](C)c1C,-6.0%,-18.9%,-5.6%,1.1%,9.0,0.7%
Cc1cc(C)c(OCC(=O)Nc2cccc(-c3nc4ncccc4o3)c2)c(Br)c1,-2.3%,/,/,/,-9.5,-0.4%
Cc1cc(C)nc(NS(=O)(=O)c2ccc(N3C(=O)C4CC=C(Cl)CC4C3=O)cc2)n1 (stereo unspecified),-0.8%,0.8%,5.3%,12.8%,60.2,-3.3%
COc1ccc(CNC(=O)Cc2coc3ccc(C(C)C)cc23)cc1,1.1%,/,/,/,-6.3,2.5%

# Bioassay records deposited in PubChem by National Center for Advancing Translational Sciences (NCATS).
